# Screens from PubChem BioAssay.
# TPT1 inhibitor – C. albicans TPT1 enzyme inhibition; recombinant caTPT1, FP RNA substrate dephosphorylation; inhibition, % at 5 µM; 0.81% of 300,000 active;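 active = inhibition above the mean of all tested compounds plus 3 SD, set per screening campaign, cut at about 24% in these data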;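 also: plate controls were DMSO alone for no effect and ferristatin control at 100 nM for full effect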
# procasp3 activ – activates human procaspase-3 | 0.11% of 330,000 active | P42574 | activation, % at 8.5 µM | recombinant procaspase-3 D3A, Ac-DEVD-pNA absorbance 405 nm;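 active = activation above the mean of all tested compounds plus 3 SD, cut at about 21% in these data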;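 also: 0% = DMSO alone and 100% = DMSO wells spiked with extra 5 µM PC-3 D3A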
#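 assay system = Procaspase-3 D3A mutant | signal = absorbance at 405 nm, 0 and 120 min | times = 1 h preincubation plus 2 h reaction at 25 °C | repeats = single replicate | read-out = % activation between DMSO and enzyme-spiked controls | medium = Zinc-free HEPES saline buffer with Triton X-100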
# PP5 inh – blocks human protein phosphatase 5 activity; inhibition, % at 6.7 µM; purified PP5c, OMFP substrate fluorescence; 0.18% of 320,000 active; P53041; AID 1987;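 active = inhibition above the campaign's mean inhibition across all tested compounds plus 3 SD, cut at about 9.5% in these data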;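 also: 0% = DMSO only and 100% = 100 µM cantharidin control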
# Target sequence (P53041 whole entry, looked up): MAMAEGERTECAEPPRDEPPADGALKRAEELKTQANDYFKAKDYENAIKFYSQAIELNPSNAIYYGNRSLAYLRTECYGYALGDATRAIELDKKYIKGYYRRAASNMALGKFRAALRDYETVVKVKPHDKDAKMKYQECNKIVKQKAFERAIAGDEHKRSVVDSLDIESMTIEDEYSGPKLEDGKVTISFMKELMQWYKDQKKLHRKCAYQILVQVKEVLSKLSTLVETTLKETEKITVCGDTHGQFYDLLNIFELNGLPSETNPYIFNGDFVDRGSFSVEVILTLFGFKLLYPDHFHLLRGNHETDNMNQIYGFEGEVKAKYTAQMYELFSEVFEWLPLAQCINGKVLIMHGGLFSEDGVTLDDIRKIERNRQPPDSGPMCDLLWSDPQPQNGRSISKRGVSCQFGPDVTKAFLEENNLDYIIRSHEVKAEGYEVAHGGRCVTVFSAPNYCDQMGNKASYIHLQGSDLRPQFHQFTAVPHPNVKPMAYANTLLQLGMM
# HCV core dimer – HCV core protein dimerization inhibition. TR-FRET GST/Flag-core106 dimerization, 1536-well. inhibition, % at 5 µM. 0.33% of 300,000 active;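 active = inhibition above the mean of all tested compounds plus 3 SD, set per screening campaign, cut at about 45% in these data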
#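 Assay system – GST-tagged and Flag-tagged HCV core protein residues 1-106 · Quantity – core106 proteins, GST 13.5 nM and Flag 17 nM · Benchmarks – unlabelled core106 and no-GST-core106 wells · Read-out basis – percent inhibition of core106 dimerization signal · Detection – time-resolved FRET, ex 340 nm, em 617 and 671 nm · Schedule – 4 h at 22.5 °C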
# proCasp7 act – counter-screen: procaspase-7 (human) activation. recombinant procaspase-7, Ac-DEVD-pNA absorbance 405 nm; D23A/D198A/D206A triple mutant, cannot self-cleave; scale: DMSO 0, 5 µM enzyme 100. 0.093% of 330,000 active. P55210. activation, % at 8.5 µM;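 active = percent activation above the screen-wide mean plus 3 SD, cut at about 25% in these data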
#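 System: Procaspase-7 triple mutant (PC-7 D3A); measure: % activation from two-timepoint absorbance difference, scaled to controls; times: 1 h compound preincubation, 2 h substrate cleavage, 25 °C; also added: Ac-DEVD-pNA substrate, 400 µM as added; measured by: Epi-absorbance of released pNA at 405 nm, two timepoints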
# PP1 counter – PP1-alpha (human) inhibition in PP5 counter-screen. inhibition, % at 6.7 µM. P62136. AID 2235. purified PP1alpha, OMFP fluorescence. 0.9% of 320,000 active;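 active = inhibition above the mean inhibition of all tested compounds plus 3 SD, computed separately for each screening campaign, cut at about 15% in these data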
# Target sequence (P62136 whole entry, looked up): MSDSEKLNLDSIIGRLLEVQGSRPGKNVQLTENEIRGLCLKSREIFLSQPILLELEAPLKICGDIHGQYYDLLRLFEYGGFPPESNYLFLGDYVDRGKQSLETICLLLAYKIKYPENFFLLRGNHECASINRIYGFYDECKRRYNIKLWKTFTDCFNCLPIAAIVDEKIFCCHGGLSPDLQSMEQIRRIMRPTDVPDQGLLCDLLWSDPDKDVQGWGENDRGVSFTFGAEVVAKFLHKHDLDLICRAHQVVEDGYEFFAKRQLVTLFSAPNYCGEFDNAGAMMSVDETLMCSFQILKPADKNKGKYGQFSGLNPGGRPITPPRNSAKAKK
# CTSL1 counter – counter-screen for PFM18AAP inhibitors: inhibitors of F. hepatica cathepsin L1; recombinant F. hepatica cathepsin L1, Z-Leu-Arg-MCA fluorescence; inhibition, % at 5.96 µM; 0.49% of 300,000 active;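 active = inhibition above the mean of all tested compounds plus 3 SD, set per screening campaign, cut at about 17% in these data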;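 also: 0% = plate median of test compound wells and 100% = 1 µM Z-Phe-Ala-diazomethylketone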
# PAFAH2 inh – inhibitors of human PAFAH2; Q99487; recombinant PAFAH2, FP-rhodamine activity probe, fluorescence polarization; inhibition, % at 3.39 µM; 0.99% of 340,000 active;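 active = inhibition above the mean over all tested compounds plus 3 SD, cut at about 30% in these data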;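 also: inhibitors block probe labeling of enzyme so polarization drops; 0% = enzyme with DMSO and 100% = wells lacking PAFAH2 protein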
# AHR act – activates the human aryl hydrocarbon receptor; AHR-responsive luciferase reporter cells, luminescence; AID 2796; 2.5% of 320,000 active; activation, % at 5 µM; P35869; in the data active = activation above about 47%;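 also: 0% = vehicle wells and 100% = reference agonist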
# * hit, by the source's call; nt = not tested or not shown.
SMILES,TPT1 inhibitor,procasp3 activ,PP5 inh,HCV core dimer,proCasp7 act,PP1 counter,CTSL1 counter,PAFAH2 inh,AHR act
Cn1cccc1Cc1nnc(SCC(=O)NCC2CCCO2)n1-c1ccc(F)cc1 (stereo not given),2,-3,-1.0,-2,-4,-2,0,4,2
CC(C)(C)NC(=O)NC(=O)COC(=O)c1ccco1,-4,11,2.9,-10,1,-2,-25,15,1
COc1ccc(N(CC(=O)NC2CCCC2)C(=O)c2csnn2)cc1,-1,4,0.7,-5,10,1,1,-12,5
O=C(NC(=S)NC1CCS(=O)(=O)C1)c1ccccc1 (stereo not given),-2,4,0.0,-5,0,-3,3,2,4
C=CCNC(=O)c1cc2cccc(OC)c2oc1=O,-1,5,0.3,-6,-2,-1,5,0,-7
O=C(CSc1nnc(C2COc3ccccc3O2)o1)N1CCN(c2ccccc2)CC1 (stereo not given),-2,-9,4.9,1,-13,-1,-2,6,2
Nc1nonc1-n1nnc(C(=O)N/N=C/c2cccc(Cl)c2)c1CN1CCCCCC1,-2,5,-0.9,9,8,8,1,1,0
COc1ccc(CNC(=O)CSc2ncn[nH]2)cc1,-1,-5,-3.0,-3,-2,-4,1,0,-1
C=CCOC(=O)C1=C[C@@H](c2ccc(C(F)(F)F)cc2)[C@H](CCCO)[C@@H](OCC)O1,-4,4,5.3,-1,-1,1,6,0,1
Cc1c(OCC(=O)N2CCC(C(N)=O)CC2)ccc2c3c(c(=O)oc12)CCC3,4,4,4.0,1,7,-2,-1,8,0
CC1CCCN(S(=O)(=O)c2ccc(C(=O)Nc3nnc(-c4ccccn4)o3)cc2)C1 (stereo not given),2,11,1.5,-6,4,18*,-2,8,1
CCn1c(Cn2nnc(-c3ccccc3)n2)nnc1SCC(=O)Nc1ccc(N(C)C)cc1,-1,-4,0.4,-23,-2,-2,3,3,6

# Five entries from above, with tabs.
smiles	TPT1 inhibitor	procasp3 activ	PP5 inh	HCV core dimer	proCasp7 act	PP1 counter	CTSL1 counter	PAFAH2 inh	AHR act
C=CCNC(=O)c1cc2cccc(OC)c2oc1=O	-1	5	0.3	-6	-2	-1	5	0	-7
O=C(CSc1nnc(C2COc3ccccc3O2)o1)N1CCN(c2ccccc2)CC1 (stereo not given)	-2	-9	4.9	1	-13	-1	-2	6	2
Nc1nonc1-n1nnc(C(=O)N/N=C/c2cccc(Cl)c2)c1CN1CCCCCC1	-2	5	-0.9	9	8	8	1	1	0
COc1ccc(CNC(=O)CSc2ncn[nH]2)cc1	-1	-5	-3.0	-3	-2	-4	1	0	-1
C=CCOC(=O)C1=C[C@@H](c2ccc(C(F)(F)F)cc2)[C@H](CCCO)[C@@H](OCC)O1	-4	4	5.3	-1	-1	1	6	0	1

# Other structures:
SMILES,TPT1 inhibitor,procasp3 activ,PP5 inh,HCV core dimer,proCasp7 act,PP1 counter,CTSL1 counter,PAFAH2 inh,AHR act
CCOCCc1nnc(NC(=O)c2cccc(F)c2)s1,-1,-7,2.2,-2,6,-2,-4,-2,27
NC(=O)CC(NC(=O)Cc1ccc(Br)cc1)c1ccc(NCCc2cccc(F)c2)c([N+](=O)[O-])c1 (stereo not given),3,0,1.5,6,-4,18*,2,-9,5
COc1ccc(C(NC(N)=O)c2ccccc2)cc1 (stereo not given),2,2,0.7,-2,7,2,3,1,-1
CCOC(=O)c1cc(-c2ccc(OC)cc2F)nc2c1c(C)nn2CCC#N,-4,10,5.0,-2,-8,3,-1,-6,-4
CCC1CO/C(=C(\C(Cl)=C(Cl)Cl)[N+](=O)[O-])N1 (stereo not given),-6,-6,3.1,0,0,4,-3,nt,1
O=C(CCC1COc2ccccc2O1)N1CCCC1 (stereo not given),-1,8,0.9,-1,-7,-9,-6,9,5
Cc1ccc(NC(=O)CSc2nnc(-c3ccccn3)n2N)cc1F,-3,17,-0.5,-1,5,-3,2,nt,22
CCCCN(CCCC)C(=O)C1(P(=O)(c2ccccc2)c2ccccc2)CCC1,-4,-13,2.3,3,2,-3,-1,2,-3
N#CCCN(C(=O)COC(=O)C1CCN(c2ccc(C(F)(F)F)cn2)CC1)c1ccc(F)cc1,4,2,3.2,-2,-3,-5,-1,1,1
CC(C(=O)Nc1ccc(S(=O)(=O)N2CCCC2)cc1)N(C)CC(=O)Nc1cccc(F)c1 (stereo not given),nt,4,nt,nt,-2,nt,nt,-13,2
O=C(O)CCCN1C(=O)C2C3C=CC(C2C1=O)C1C(=O)N(CCCC(=O)O)C(=O)C31 (stereo not given),-1,9,1.2,-1,10,-5,-2,-4,-1
O=C(O)c1[nH]c2ccccc2c1C(c1cccc(O)c1)c1c(C(=O)O)[nH]c2ccccc12,5,5,3.9,4,5,9,5,10,18
COc1ccc(C(CC(=O)O)NC(=O)c2sc3ccccc3c2Cl)cc1 (stereo not given),0,8,-0.2,3,10,0,-2,-2,2
O=C(NCC1CCN(Cc2ccccc2F)CC1)C1CCCN(c2ncnc3c2nc2n3CCCCC2)C1 (stereo not given),1,5,-1.2,-9,-1,0,2,-2,3
CCC(C)NS(=O)(=O)c1ccc(OCC(=O)NCc2ccc3c(c2)OCO3)cc1 (stereo not given),-1,-6,2.0,3,0,-1,2,4,1
O=C(COc1ncnc2cc(Cl)ccc12)c1ccccc1,1,-11,1.4,0,5,-2,4,3,-2
Cn1c(SCc2cccc(F)c2)nnc1-c1ccncc1,6,-3,0.1,6,9,1,-2,0,0
O=C(NCc1ccccc1Cl)C1CCC(=O)N(CCCN2CCCC2=O)C1 (stereo not given),-1,-1,2.9,-4,9,-4,-3,0,5
CCOC(=O)CC1C(=O)NCCN1C(=O)c1ccc(Cl)cc1 (stereo not given),-2,3,0.0,2,-2,-1,1,2,0
Cc1cc(C)cc(N(CC(=O)NC2CC3CCC2C3)S(C)(=O)=O)c1 (stereo not given),-1,-1,0.7,1,9,1,2,2,1
O=[N+]([O-])c1ccc(NS(=O)(=O)c2cccc3cccnc23)cc1,1,8,3.2,0,-11,3,1,4,1
Fc1ccc(-c2nc3ccncc3[nH]2)cc1,2,-2,0.0,-1,-3,-4,-1,-18,31
CCOC(=O)C1=C(COC(=O)c2ccco2)NC(=O)NC1CC (stereo not given),nt,-1,-2.8,nt,4,-6,nt,-3,-2
Cc1c(O)cc2c(c1O)C(=O)CC(c1ccccc1)O2 (stereo not given),-4,2,2.6,-3,-2,-3,-1,2,79*
CC(=O)c1cccc(NC(=O)c2ccc(S(=O)(=O)N3CCCC3)cc2)c1,-2,5,1.7,10,1,1,0,6,1
CC1=C(C#N)C(c2ccccc2)C2=C(N1)c1ccccc1C2=O (stereo not given),-3,-3,0.5,-4,-3,0,-1,8,9
CC1CCN(C(=O)CSc2nnc(CNC(=O)c3ccc(F)cc3)o2)CC1,1,-2,1.9,0,0,-2,-1,-4,1
COc1ccc(OCC(=O)Nc2cccc3cccnc23)cc1,-2,11,2.3,0,4,-13,7,4,2
CCOC(=O)Cn1cc(/C=C/[N+](=O)[O-])c2ccccc21,-3,-11,2.9,8,-3,-5,-3,1,5
N/C(=N\OC(=O)CCC1CCCCC1)c1ccccn1,2,-4,-0.7,0,-10,-2,-20,16,-1
COc1ccc(C(=O)NCc2nnc(SCC(=O)Nc3cc(C)on3)o2)cc1OC,1,-5,-0.1,-5,4,-2,-2,5,0
CCOC(=O)N1CCN(C(=O)c2ccccc2NC(=O)c2ccc(C(C)(C)C)cc2)CC1,1,-5,1.5,6,-1,1,1,4,0
CCOC(=O)c1cc2c(ccn2-c2ccc(F)cc2)n1CC(=O)N(CC)CC,1,0,0.7,7,4,0,3,-1,2
Cc1cccc(OCC(=O)NC(C)C(=O)N/N=C/c2c(OCc3ccccc3)ccc3ccccc23)c1 (stereo not given),-3,8,1.6,13,-11,14,7,-19,88*
COc1cccc(C(=O)OC(C)C(=O)NCC2CCCCC2)c1 (stereo not given),nt,-2,1.0,nt,9,-3,nt,8,0
O=C(c1ccc(Cl)cc1)c1ccc(OCC(O)CN2CCCCC2)cc1 (stereo not given),2,-3,3.9,2,-2,0,4,3,1
CC1CCCCC1NC1=NCCCS1 (stereo not given),0,16,3.3,0,4,-4,1,nt,1
CCNC(=O)NC(=O)CSc1nc2ccccc2n1CCOC,-4,2,1.9,0,1,-2,-2,-2,3
Cc1nc2ccc([N+](=O)[O-])cc2[nH]1,-1,-1,1.9,2,4,0,-1,7,-1
CC(C)N(C(=O)COC(=O)c1ccc(O)cc1)C(C)C,-3,-7,-3.6,-3,0,-3,-6,2,1
CC(C)CC(NC(=O)C1CCCCC1)C(=O)N1CCN(c2ccccn2)CC1 (stereo not given),-3,-2,2.8,1,10,-8,6,4,-1
O=C(Cc1ccccc1Cl)Nc1cccc(S(=O)(=O)N2CCCCCC2)c1,nt,1,1.0,nt,-4,3,nt,2,0
O=C(O)c1ccc(CN2CCCCC2)o1,2,2,-0.5,10,5,-5,-1,7,0
O=C(NCC(=O)N(c1cccnc1)C(C(=O)NC1CCCCC1)c1ccccc1)c1ccco1 (stereo not given),-6,0,0.1,-3,-5,-2,-3,3,1
O=C(NCc1nnc(SCc2ccc(F)cc2)n1-c1ccc(F)cc1)C12CC3CC(CC(C3)C1)C2,-6,7,2.6,3,-4,9,3,-3,2
COC(=O)c1ccccc1NC(=O)CN1CCC(C)CC1,-7,4,-8.1,0,4,4,3,-3,-2
O=C(CN1CCOCC1)Nc1ccc2c(c1)OCO2,-1,8,1.6,5,3,-4,0,-9,4
CCCn1c(N)c(N(CCOC)C(=O)CSCC(=O)Nc2ccc(OC)cc2)c(=O)[nH]c1=O,4,-4,-0.1,-2,0,-5,1,0,-1
Cc1cc(C)c(C)c(OCC(=O)N2CCN(c3ccccn3)CC2)c1,4,-7,-4.7,7,0,-7,-1,5,27
CSc1ncccc1C(=O)OCC(=O)c1ccccc1,-3,2,0.0,-2,-1,-1,-4,7,1
O=C(c1ccccc1Nc1ccc(SC(F)F)cc1)N1CCCCC1,2,8,0.6,8,3,0,-3,-3,3
COc1ccc(N2CCN(CC(=O)Nc3cccc(S(=O)(=O)N4CCOCC4)c3)CC2)cc1,1,6,-0.3,0,17,-1,1,5,4
Cc1ccc(NC(=O)CSc2nnc(CNC(=O)c3c(F)cccc3Cl)o2)cc1,1,5,-0.9,3,-4,-5,1,0,3
COc1ccc(NS(=O)(=O)c2ccc(NC(=O)C(C)(C(F)(F)F)C(F)(F)F)cc2)nn1,-5,-2,5.4,15,-4,-4,-2,-2,-2
COc1ccc(N2CCN(S(=O)(=O)CCNC(=O)c3cccs3)CC2)cc1,-1,2,-0.6,1,0,-4,-2,3,7
NS(=O)(=O)c1ccc(CCNCc2ccccc2OCc2ccc(Cl)cc2)cc1,3,-2,-0.2,-9,7,1,0,-7,4
CN(C(=O)c1ccc(-c2nn(C)c(=O)c3ccccc23)cc1)C1CCCCC1,-4,-7,1.2,-7,5,6,-1,-4,-5
CCc1ccc(N(C(=O)c2ccoc2C)C(C(=O)NC2CCCC2)c2ccc(OC)cc2)cc1 (stereo not given),0,-4,0.8,9,4,-2,-2,10,0

# Outcome played no part in choosing rows. Share with any hit: about 5.6%.
